# Source: PubChem
# KCNK3 inh: human KCNK3 channel inhibition, primary screen; B-score at 10 µM; AID 602410; 340,000 compounds, 0.84% hits; O14649; CHO-KCNK3 thallium flux, FluxOR fluorescence; active compounds read low;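 active means B-score under library mean minus 4 SD, starting fluorescence ratio at most library mean plus 5 SD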;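 further: more negative B-score means stronger inhibition of thallium flux through KCNK3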
# KCNQ1 pot: potentiators or activators of human KCNQ1 potassium channel; P51787; CHO-K1 KCNQ1, thallium flux FluxOR fluorescence; active compounds read high; B-score at 10 µM; 310,000 compounds, 0.35% hits; AID 2648;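 active means fluorescence ratio B-score, a plate-corrected score, at least three library SD, with initial intensity B-score within 5 SD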
# Target sequence (P51787 whole entry, looked up): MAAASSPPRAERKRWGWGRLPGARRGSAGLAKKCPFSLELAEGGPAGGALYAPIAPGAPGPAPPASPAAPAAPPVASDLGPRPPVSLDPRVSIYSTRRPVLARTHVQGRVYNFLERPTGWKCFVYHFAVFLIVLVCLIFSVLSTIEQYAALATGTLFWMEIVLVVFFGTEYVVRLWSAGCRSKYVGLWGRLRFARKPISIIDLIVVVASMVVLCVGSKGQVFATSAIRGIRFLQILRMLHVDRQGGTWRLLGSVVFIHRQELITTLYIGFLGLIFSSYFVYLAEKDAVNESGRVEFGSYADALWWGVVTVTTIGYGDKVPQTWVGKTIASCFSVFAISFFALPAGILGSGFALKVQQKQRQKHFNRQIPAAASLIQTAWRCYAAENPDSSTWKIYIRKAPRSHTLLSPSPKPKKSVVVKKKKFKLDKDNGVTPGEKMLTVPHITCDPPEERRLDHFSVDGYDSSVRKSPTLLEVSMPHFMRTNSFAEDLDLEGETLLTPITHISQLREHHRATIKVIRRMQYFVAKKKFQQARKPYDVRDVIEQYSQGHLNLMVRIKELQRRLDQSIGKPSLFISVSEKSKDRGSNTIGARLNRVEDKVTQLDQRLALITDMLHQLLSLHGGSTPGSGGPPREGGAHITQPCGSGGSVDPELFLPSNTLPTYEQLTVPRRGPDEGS
#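 Assay system: CHO-K1 cells stably expressing KCNQ1. Medium: assay buffer for compound exposure, DMSO matched across wells. Timing: 37 °C overnight plating, 90-min dark dye load, 20-min compound pretreatment. Signal: kinetic FluxOR fluorescence, 10 s baseline plus 110 s post-stimulus.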
# RGS4 pot: potentiators or activators of RGS4; HEK293 M3R/inducible RGS4, carbachol calcium flux Fluo4; active compounds read low; B-score at 10 µM; 310,000 compounds, 0.92% hits;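 active means B-score of the integrated calcium signal more than 4 SD below the library mean, with starting fluorescence not abnormally high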;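 further: negative B-score means reduced calcium response which marks RGS4 activation or potentiation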
#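 Material: Inducible-RGS4 HEK293 cells carrying M3 receptor; also added: carbachol at ECmax as muscarinic agonist stimulus; incubation: compound preincubation 20 min at room temperature before agonist; signal: Fluo4-AM (2 µM) calcium-flux fluorescence, kinetic read; measure: integrated calcium ratio converted to B score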
# HDAC3 inhib: blocks human histone deacetylase 3; O15379; 320,000 compounds, 0.15% hits; recombinant HDAC3, fluorogenic peptide/trypsin coupled, fluorescence; inhibition, % at 8.3 µM; in the data active means inhibition above about 26%, passing the limit was not always enough; inconclusive means no clear call, values can overlap the other calls
# Target sequence (O15379 whole entry, looked up): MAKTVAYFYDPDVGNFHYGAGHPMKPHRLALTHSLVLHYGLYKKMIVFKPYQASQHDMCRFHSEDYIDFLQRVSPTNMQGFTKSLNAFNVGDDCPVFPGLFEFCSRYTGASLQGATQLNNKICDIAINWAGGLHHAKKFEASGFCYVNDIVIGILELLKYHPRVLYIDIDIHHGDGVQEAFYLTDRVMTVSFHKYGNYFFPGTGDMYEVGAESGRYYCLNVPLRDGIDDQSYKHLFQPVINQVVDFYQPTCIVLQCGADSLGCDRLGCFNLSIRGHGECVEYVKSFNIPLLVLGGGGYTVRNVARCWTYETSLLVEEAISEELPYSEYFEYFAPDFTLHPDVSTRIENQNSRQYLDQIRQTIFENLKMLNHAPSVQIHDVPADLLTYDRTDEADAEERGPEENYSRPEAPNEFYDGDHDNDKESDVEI
# TMEM16A inh: mouse TMEM16A channel inhibition, primary screen; 310,000 compounds, 1.2% hits; HEK293 TMEM16A/YFP iodide influx fluorescence, ionomycin; normalized B-score (activity score, 25-100; higher = stronger inhibition) at 10 µM; AID 588511;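 active means ratio plate-corrected score three or more library SD toward inhibition, starting fluorescence score within five deviations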;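 further: score derived from kinetic fluorescence span divided by baseline fluorescence per well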
# KCNK9 block: inhibitors of human KCNK9 two-pore domain potassium channel; HEK293 KCNK9, FluxOR thallium flux fluorescence; active compounds read low; B-score at 10 µM; 310,000 compounds, 1.2% hits; Q9NPC2;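 active means ratio B-score over 3 SD below the library mean, with starting fluorescence within 5 SD of its mean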;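 further: negative B-score means less thallium flux so channel inhibition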
# KCNQ1 block: human KCNQ1 channel inhibition; AID 2642; CHO-K1 KCNQ1, FluxOR thallium flux fluorescence; active compounds read high; P51787; 310,000 compounds, 1.3% hits; B-score at 10 µM;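 active means compounds whose thallium flux B-score, printed positive for inhibition, exceeds three library SD while starting fluorescence stays within three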;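 further: channel opened by potassium depolarization with thallium stimulus after 20 min compound exposure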
# RGS4 inh: inhibitors of human RGS4 | HEK293 M3R/RGS4 inducible, Fluo-4 calcium flux; active compounds read high; triggered by carbachol at its EC20 | B-score at 10 µM | 310,000 compounds, 0.45% hits | AID 463165;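 active means B-score, a plate-corrected calcium signal, over three deviations above library mean, with baseline fluorescence within five deviations of library mean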;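 further: RGS4 expression induced by doxycycline in cells with stable M3 receptor; B-score is computed from the integrated fluorescence ratio over baseline after carbachol; higher B-score means a larger calcium signal and so more RGS4 inhibition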
# ANO1 activ: activators or potentiators of mouse TMEM16A chloride channel; Q8BHY3; 340,000 compounds, 0.3% hits; AID 623877; HEK293 TMEM16A/YFP-H148Q/I152L, iodide quench fluorescence; active compounds read low; B-score at 10 µM;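 active means fluorescence-ratio B-score plate-corrected deviation score at least 3 library SD below zero, with starting fluorescence score within 5 deviations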;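 further: channel opened by trigger with iodide after compound preincubation; score built on the fluorescence ratio of max minus min over baseline; more negative score means more quench and so TMEM16A activation or potentiation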
# hERG rescue: hERG (human) protection from proarrhythmic block. Q12809. CHO-hERG, FluxOR thallium flux, dofetilide IC70 present. activation (rescue from dofetilide block), less the hit threshold, % at 10 µM. 310,000 compounds, 0.51% hits. AID 1511;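 active means activation above the mean of controls blocked by dofetilide plus 5 SD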;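 further: thallium influx through hERG after potassium depolarization seen as dye fluorescence rise; in these data hits start at about 4.7%; inactives centre near -7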
# SKKanGAS inh: blocks kanamycin growth of S. pyogenes SKKanGAS strain; BacTiter-Glo, 6 h; inhibition, % at 7.5 µM; 300,000 compounds, 1.3% hits; AID 1662;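 active means mean replicate score, as percent of positive control median, at least 50; inconclusive means mean below 50 but one replicate at or above 50; inactive means mean and every replicate below 50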;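 further: strain carries kanamycin resistance gene driven by streptokinase promoter and grows in 40 µg/ml kanamycin; loss of luminescence reflects streptokinase promoter inhibition or plain growth inhibition; 0% = median of DMSO wells and 100% = positive control at its reference dose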
# * hit, by the source's call; i = inactive; ? = inconclusive; . = not tested or not shown.
# Screens in order – KCNK3 inh	KCNQ1 pot	RGS4 pot	HDAC3 inhib	TMEM16A inh	KCNK9 block	KCNQ1 block	RGS4 inh	ANO1 activ	hERG rescue	SKKanGAS inh
1: O=C(CSc1nnc(-c2cccnc2)s1)Nc1ccc(C(=O)O)cc1
  i	i	i	0	i	i	i	i	i	-2	5
2: O=C(NCC(=O)N1CCOCC1)OCc1ccccc1
  i	i	i	-1	i	i	i	i	i	-3	-4
3: COc1ccc2c(c1)cc(C(=O)N[C@@H](Cc1ccccc1)C(=O)O)n2C
  i	i	i	-25	i	i	i	i	i	0	3
4: COc1ccc(OC)c(C(=O)c2coc3ccc(OCC(=O)O)cc23)c1
  i	i	i	-3	i	i	i	i	i	-5	-3
5: Cc1[nH]n(-c2ccccc2)c(=O)c1C=Nc1ccc(S(N)(=O)=O)cc1
  i	i	i	.	i	i	i	i	i	-13	-12
6: CC(C)N(Cc1ccccc1)C(=S)NCCN1CCOCC1
  i	i	i	4	i	i	i	i	i	-13	4
7: COc1ccc(-c2nc(C#N)c(NCC3CCCO3)o2)cc1OC (stereo not given)
  i	i	i	-103	i	i	i	i	i	-6	-16
8: CCCCCN1C(=O)/C(=C/c2c(N3CCc4ccccc4C3)nc3ccccn3c2=O)SC1=S
  i	i	i	2	i	i	i	i	i	-13	5
9: CC(=O)Cn1ncc(N2CCOCC2)c(Cl)c1=O
  i	i	i	-9	i	i	i	i	i	-10	0
10: COC(=O)c1c(-c2c(Cl)cccc2Cl)noc1C(=O)NNC(=O)N(C)C
  i	i	i	-6	i	i	i	i	i	-2	19
11: COc1cc(-c2nnc(SCC(=O)c3ccc(C)cc3)o2)cc(OC)c1OC
  i	i	i	-5	i	i	i	i	i	-4	-5
12: O=C(Nc1c(-c2ccccc2)nc2ccc(Cl)cn12)c1cccs1
  i	i	i	-2	i	i	i	i	i	-6	-3
13: CC(C)(C)OC(=O)NCCc1nnc(SCC(=O)Nc2ccc(Br)cc2)o1
  i	i	i	0	i	i	i	i	i	-1	-1
14: COc1cccc(C2CC(c3ccccc3Cl)n3nc(N)nc3N2)c1 (stereo not given)
  i	i	i	2	i	i	i	i	i	-4	9
15: Cc1ccc(S(=O)(=O)NC(=O)NCCc2ccccc2)cc1
  i	i	i	4	i	i	i	i	i	-9	-8
16: Cc1cc(N/N=C/c2ccc([N+](=O)[O-])o2)nc2ccccc12
  i	i	i	6	i	i	i	i	i	-14	20
17: CCOCCCNCc1ccc(OCc2ccc(F)cc2)c(OC)c1
  i	i	i	-2	i	i	i	i	i	-8	11
18: C=CCc1cc(C(=O)N2CCCCC2)ccc1O
  i	i	i	-1	i	i	i	i	i	-13	2
19: COc1ccc(C(=O)ON=C2CCN(C)CC2)cc1
  i	i	i	-5	i	i	i	i	i	-13	3
20: CCOC(=O)N1CCN(C(=O)c2sc3nc(-c4ccc(F)cc4)cn3c2C)CC1
  i	i	i	3	i	i	i	i	i	-8	-3
21: CC1=C(C#N)C(c2cccnc2)C2=C(CC(c3ccc(Cl)cc3)CC2=O)N1 (stereo not given)
  i	i	i	-24	i	i	i	i	i	-6	0
22: COc1ccc(OCc2nnc(SCC(N)=O)n2-c2ccccc2OC)cc1
  i	i	i	-6	i	i	i	i	i	-8	0
23: O=C(N[C@@H](Cc1ccccc1)C(=O)Nc1ccc(F)cc1)C1CCNCC1
  i	i	i	0	i	i	i	i	i	-9	-4
24: CCc1cccc(NC(=S)N(CCOC)C2CCN(C(C)=O)CC2)c1
  i	i	i	-1	i	i	i	i	i	-6	-1
25: CC1CN(Cc2ccccn2)CCC1=O (stereo not given)
  i	i	i	1	i	i	i	i	i	-5	-3
26: Cc1ccccc1OCCNc1cc(N2CC(C)NC(C)C2)ccc1[N+](=O)[O-] (stereo not given)
  i	i	i	11	i	i	i	i	i	-18	7
27: O=C(Nc1cccc(C(F)(F)F)c1)c1ccc(-n2cncn2)nc1
  i	i	i	0	i	i	i	i	i	-1	-1
28: CCCCn1c(-c2ccoc2C)n[nH]c1=S
  i	i	i	10	i	i	i	i	i	-11	5
29: CCCOc1ccc(NC(=O)OC2CCN(C)CC2)cc1
  i	i	i	.	i	i	i	i	i	-16	-2
30: CCc1n[nH]c(=S)n1/N=C/c1ccc(-c2ccc(Br)cc2)o1
  i	i	i	15	i	i	i	i	i	-13	-13
31: CC(=O)N1C(C)(C)CC(=NOC(=O)c2ccccc2)CC1(C)C
  i	i	i	-1	i	i	i	i	i	-14	-4
32: Clc1ccc(-c2nnc(-c3ccccc3)nc2-c2c[nH]c3ccccc23)cc1
  i	i	i	-1	i	i	i	i	i	-5	-5
33: CC(=O)c1ccc(OCC(O)CN2CCN(CCO)CC2)cc1 (stereo not given)
  i	i	i	1	i	i	i	i	i	-3	-2
34: CCc1ccc(NC(=O)CSc2ccc(-c3ccccn3)nn2)cc1
  i	i	i	-10	i	i	i	i	i	-6	-1
35: CCOc1ccc(NN=C(C(=O)OC)C(=O)OC)c([N+](=O)[O-])c1
  i	i	i	-8	i	i	i	i	i	-5	-3
36: NC(=O)COC(=O)c1ccc(C(=O)C(=O)c2ccccc2)cc1
  i	i	i	3	i	i	i	i	i	-8	4
37: CN1CCN(C(=O)/C(=C/c2ccccc2F)NC(=O)c2ccccc2)CC1
  i	i	i	-2	i	i	i	i	i	-1	-1
38: O=C(CCNC(=O)c1ccccc1Cl)Nc1ccc(Cl)c(C(F)(F)F)c1
  i	i	i	4	i	i	i	i	i	-8	6
39: CCOc1ccc(NC(=O)CN(c2ccc(OC)c(OC)c2)S(=O)(=O)c2ccc(C)cc2)cc1
  i	i	i	-11	i	i	i	i	i	-2	-2
40: COc1ccc(OC)c(C(=O)NC(CC(N)=O)c2ccc(N3CCN(c4ccc(F)cc4)CC3)c([N+](=O)[O-])c2)c1 (stereo not given)
  i	i	i	0	i	i	i	i	i	-9	8
41: CC1(NC(=O)NCc2ccco2)CCS(=O)(=O)C1 (stereo not given)
  i	i	i	0	i	i	i	i	i	0	-3
42: CCn1cc([C@@H]2C[C@H]3CN(Cc4cccc(Cl)c4)C(=O)[C@]34CCCN24)cn1
  i	i	i	0	i	i	i	i	i	-11	-3
43: CCC(NC(=O)Nc1nccs1)(C(F)(F)F)C(F)(F)F
  i	i	i	?	i	i	i	i	i	-2	13
44: Cc1cc(C(=O)Nc2ccc(Cl)cc2)c2ccccc2n1
  i	i	i	-6	i	i	i	i	i	-6	2
45: CCn1cc(C(=O)O)c(=O)c2cc(F)c(N3CCN(C(=S)Nc4ccccc4OC)CC3)cc21
  i	i	i	-7	i	i	i	i	i	-12	-2

# 9 compounds from above, arranged by SMILES length, low to high:
# Screens in order – KCNK3 inh	KCNQ1 pot	RGS4 pot	HDAC3 inhib	TMEM16A inh	KCNK9 block	KCNQ1 block	RGS4 inh	ANO1 activ	hERG rescue	SKKanGAS inh
41: CC1(NC(=O)NCc2ccco2)CCS(=O)(=O)C1 (stereo not given)
  i	i	i	0	i	i	i	i	i	0	-3
44: Cc1cc(C(=O)Nc2ccc(Cl)cc2)c2ccccc2n1
  i	i	i	-6	i	i	i	i	i	-6	2
33: CC(=O)c1ccc(OCC(O)CN2CCN(CCO)CC2)cc1 (stereo not given)
  i	i	i	1	i	i	i	i	i	-3	-2
43: CCC(NC(=O)Nc1nccs1)(C(F)(F)F)C(F)(F)F
  i	i	i	?	i	i	i	i	i	-2	13
36: NC(=O)COC(=O)c1ccc(C(=O)C(=O)c2ccccc2)cc1
  i	i	i	3	i	i	i	i	i	-8	4
35: CCOc1ccc(NN=C(C(=O)OC)C(=O)OC)c([N+](=O)[O-])c1
  i	i	i	-8	i	i	i	i	i	-5	-3
32: Clc1ccc(-c2nnc(-c3ccccc3)nc2-c2c[nH]c3ccccc23)cc1
  i	i	i	-1	i	i	i	i	i	-5	-5
39: CCOc1ccc(NC(=O)CN(c2ccc(OC)c(OC)c2)S(=O)(=O)c2ccc(C)cc2)cc1
  i	i	i	-11	i	i	i	i	i	-2	-2
40: COc1ccc(OC)c(C(=O)NC(CC(N)=O)c2ccc(N3CCN(c4ccc(F)cc4)CC3)c([N+](=O)[O-])c2)c1 (stereo not given)
  i	i	i	0	i	i	i	i	i	-9	8

# Next section
# Screens in order – KCNK3 inh	KCNQ1 pot	RGS4 pot	HDAC3 inhib	TMEM16A inh	KCNK9 block	KCNQ1 block	RGS4 inh	ANO1 activ	hERG rescue	SKKanGAS inh
46: O=[N+]([O-])c1cc(Cl)cc(/C=N\Nc2ccccn2)c1O
  i	i	i	0	i	i	i	i	i	-11	102*
47: Nc1ncn([C@H]2C[C@H](O)[C@@H](CO)O2)c(=O)n1
  i	i	i	-6	i	i	i	i	i	-6	1
48: CNc1nc(-c2ccc([N+](=O)[O-])cc2)cs1
  i	i	i	-2	i	i	i	i	i	-10	2
49: C=CCn1c(=NC(=O)C2COc3ccccc3O2)sc2cc(S(N)(=O)=O)ccc21 (stereo not given)
  i	i	i	4	i	i	i	i	i	-4	-1
50: CCNC(=S)N1CCN(CCNC2=CC(=O)CC(C)(C)C2)CC1
  i	i	i	1	i	i	i	i	i	-14	3
51: CCOC(=O)Nc1ccc([N+](=O)[O-])cc1OC
  i	i	i	9	i	i	i	i	i	-4	6
52: Cn1c(=O)oc2cc(S(=O)(=O)NCCC(=O)NC3CCCC3)ccc21
  i	i	i	1	100*	i	i	i	i	-8	-3
53: COc1ccc(NC(=O)C2C3C=CC4(O3)C2C(=O)N(CCN2CCCCC2C)C4C(=O)NC2CCCCC2)cc1 (stereo not given)
  i	i	i	-7	i	i	i	i	i	-12	1
54: COCC(=O)Oc1c(Sc2ccccc2[N+](=O)[O-])c(C)nn1C(C)(C)C
  i	i	i	4	i	i	i	i	i	-27	1
55: COc1cc(/C=C2\C(=O)N(CCC#N)N=C2C)c(Br)cc1OC(C)C
  i	i	i	2	i	i	i	i	i	-10	4
56: COc1cc(/C=N/NC(=O)CSc2cc(C)c(Br)cc2C)ccc1O
  i	i	i	0	i	i	i	i	i	-24	24
